Compound activity as filed in PubChem.
STAT3 inh: IL-6 driven STAT3 reporter inhibitors, primary screen, U3A cells, luciferase, luminescence, MLSCN library; IL-6 STAT3-luciferase reporter; host cell line lacks STAT1; inhibition, % at 5.5 µM; 190,000 compounds, 0.89% hits; AID 862, 2007;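 active means inhibition above the mean inhibition across all screened compounds plus 3 SD, cut at about 44% in these data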;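 further: 0% = DMSO only wells and 100% = 100 µM nifuroxazide control wells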
bIAP inh: bovine intestinal alkaline phosphatase inhibitors, primary screen, selectivity assay for TNAP inhibitor project, biochemical, bovine IAP, CDP-star luminescence. alkaline phosphatase, intestinal [Bos taurus]. purified bovine IAP, 30 min. inhibition, % at 20 µM. 190,000 tested, under 10 active. AID 1019, 2008;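 active means over 50% inhibition of intestinal alkaline phosphatase at 20 µM in the single-dose screen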
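Assay system: bovine IAP enzyme; medium: DEA buffer 100 mM, pH 9.8, with MgCl2 1.0 mM, ZnCl2 0.02 mM; doses: 20 µM single dose; incubation: enzyme reaction for 30 min at room temperature; detection: CDP-star luminescence signal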
TNAP act hiacc: TNAP activators at high phosphate acceptor level, primary screen, biochemical, luminescence, uHTS; Alkaline phosphatase, tissue-nonspecific isozyme (Homo sapiens), P05186; purified TNAP, CDP-star luminescence, 1 M DEA, 30 min; stronger effect = higher value; 0 = EDTA background, 1 = DMSO-only activity; activation factor at 20 µM; 200,000 tested, under 10 active; AID 1136, 2008;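 active means activation factor at least 2 at 20 µM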
Target sequence (P05186 whole entry, looked up): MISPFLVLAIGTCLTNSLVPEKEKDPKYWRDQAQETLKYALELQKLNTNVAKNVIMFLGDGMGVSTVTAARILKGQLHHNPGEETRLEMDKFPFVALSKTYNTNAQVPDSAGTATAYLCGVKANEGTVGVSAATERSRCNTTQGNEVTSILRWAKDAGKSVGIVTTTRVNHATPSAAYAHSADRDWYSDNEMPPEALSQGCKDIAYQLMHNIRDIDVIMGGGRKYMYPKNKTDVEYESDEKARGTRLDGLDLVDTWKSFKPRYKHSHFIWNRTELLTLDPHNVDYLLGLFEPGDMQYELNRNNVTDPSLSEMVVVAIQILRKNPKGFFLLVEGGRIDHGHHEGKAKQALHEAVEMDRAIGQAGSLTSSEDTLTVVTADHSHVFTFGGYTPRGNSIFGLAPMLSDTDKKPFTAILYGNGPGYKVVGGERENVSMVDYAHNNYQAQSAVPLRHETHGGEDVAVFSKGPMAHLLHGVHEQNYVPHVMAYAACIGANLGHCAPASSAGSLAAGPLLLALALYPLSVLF
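Dosing: 20 µM single point. System: human TNAP. Amount: TNAP 1/800 final. Incubation: 30 min, room temperature. Read-out: TNAP activation factor scaled between EDTA and DMSO control wells. Signal: luminescence from CDP-star hydrolysis. Medium: 1 M DEA, pH 9.8, Mg2+, Zn2+. Control set: EDTA negative control, DMSO positive control.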
STAT1 blocker: STAT1 signaling inhibitors, primary screen, cell-based, HTS, luciferase reporter; NIH 3T3 STAT1-luciferase reporter, IFN-gamma, luminescence; inhibition, % at 5.5 µM; 200,000 compounds, 0.35% hits; AID 920, 2007;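 active means inhibition above a set limit, the mean inhibition across all tested compounds plus 3 SD, cut at about 34% in these data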;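 further: 0% = IFN-gamma with DMSO and 100% = IFN-gamma with 300 µM nifuroxazide; values of inactives mirror those of a sister screen read the other way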
PPARg SRC-1 ag: PPARgamma agonists recruiting SRC-1 coactivator, primary screen, biochemical. 200,000 compounds, 0.41% hits. Peroxisome proliferator-activated receptor gamma (Homo sapiens), P37231. PPARgamma-SRC-1 coactivator recruitment biochemical assay. AID 631, 2007. activation, % at 8 µM; in the data active means activation above about 19%;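 further: 0% = DMSO and 100% = reference agonist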
Target sequence (P37231 whole entry, looked up): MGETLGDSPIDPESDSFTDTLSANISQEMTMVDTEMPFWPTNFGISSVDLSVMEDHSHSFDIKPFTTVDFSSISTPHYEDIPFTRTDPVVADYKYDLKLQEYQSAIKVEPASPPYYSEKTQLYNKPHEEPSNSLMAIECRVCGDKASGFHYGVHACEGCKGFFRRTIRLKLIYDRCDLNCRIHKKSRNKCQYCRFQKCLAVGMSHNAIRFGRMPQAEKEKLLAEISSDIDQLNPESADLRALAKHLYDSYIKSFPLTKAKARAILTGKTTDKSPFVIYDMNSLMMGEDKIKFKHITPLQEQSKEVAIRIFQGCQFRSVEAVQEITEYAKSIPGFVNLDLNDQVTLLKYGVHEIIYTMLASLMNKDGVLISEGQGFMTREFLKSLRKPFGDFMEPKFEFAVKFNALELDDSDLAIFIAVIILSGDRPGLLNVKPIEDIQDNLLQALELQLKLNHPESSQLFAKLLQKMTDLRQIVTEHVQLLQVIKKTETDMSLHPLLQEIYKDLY
ROMK mod: ROMK potassium channel modulators, primary screen, cell-based, thallium flux, MLSMR library; ATP-sensitive inward rectifier potassium channel 1 (Homo sapiens), P48048; Tet-inducible ROMK, thallium flux fluorescence; actives lie on both sides; B-score at 10 µM; 130,000 compounds, 2% hits; AID 1918, 2009;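 active means signal ratio slope over the read window, or its plate-corrected B-score, at least 3 SD from the plate mean, either direction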;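 further: B-score of the F/F0 ratio slope over 7 to 12 s after thallium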
SRC2 TRFRET art: TR-FRET signal artefacts, primary screen, artefact control for PPARgamma SRC-2 agonist project, biochemical; TR-FRET artefact counter-screen; stronger effect = higher value; 200,000 compounds, 0.4% hits; TR-FRET ratio at 8 µM; in the data active means TR-FRET ratio above about 2000; further: inactives centre near 1500
bIAP activator: bovine intestinal alkaline phosphatase activators, primary screen, biochemical, bovine IAP, CDP-star luminescence. alkaline phosphatase, intestinal [Bos taurus]. purified bovine IAP, 30 min; stronger effect = higher value; fold of DMSO-control signal, blank-subtracted. activation factor at 20 µM. 200,000 compounds, 0.17% hits. AID 1016, 2008;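 active means activation factor of 2 or more at 20 µM, a signal rise over negative controls twice the positive control's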
PPARg SRC-3 ag: PPARgamma agonists recruiting SRC-3 coactivator, primary screen, biochemical. Peroxisome proliferator-activated receptor gamma (Homo sapiens), P37231. biochemical PPARgamma/SRC-3 coactivator recruitment assay. activation, % at 8 µM. 200,000 compounds, 0.26% hits. AID 731, 2007; in the data active means activation above about 23%;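 further: 0% = DMSO and 100% = reference agonist; some compounds past the cut are filed as inactive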
PPARg SRC-2 ag: agonists of PPARg-SRC-2 recruitment, primary screen, biochemical, HTS; AID 1032, 2008; 200,000 compounds, 0.34% hits; Peroxisome proliferator-activated receptor gamma (Homo sapiens), P37231; activation, % at 8 µM; PPARgamma LBD-SRC-2 recruitment; in the data active means activation above about 22%;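 further: 0% = vehicle and 100% = reference agonist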
STAT3 act: IL-6 driven STAT3 reporter potentiators, primary screen, U3A cells, luciferase, luminescence, MLSCN library; IL-6 STAT3-luciferase reporter; 100% = signal with IL-6 EC80 alone; activation (% of control), % at 5.6 µM; 190,000 compounds, 0.91% hits;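 active means activation above the screen-wide mean of compound activation plus 3 SD, cut at about 130% in these data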;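 further: 0% = background luminescence of wells with medium and substrate only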
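Assay system – human STAT1-deficient U3A cells with stable STAT3-luciferase reporter · Also added – IL-6 (33 ng/mL) · Schedule – compound 1 h, then IL-6 6 h at 37 °C · Technique – reporter luminescence signal · Evaluation – % activation versus median of IL-6-stimulated wells · Benchmarks – IL-6-only wells as 100% reference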
Numbers without * were called inactive; . = no result given.

entry	smiles	STAT3 inh	bIAP inh	TNAP act hiacc	STAT1 blocker	PPARg SRC-1 ag	ROMK mod
1	O=C(NC(Cc1c[nH]c2ccccc12)C(=O)O)/C(=C/c1ccc2c(c1)OCO2)NC(=O)c1ccccc1 (centres undefined)	-1	-1	1	-3	14	-0.095
2	CCOC(=O)COc1c(Cl)cc(C2NC(=S)NC(c3ccccc3)=C2C(C)=O)cc1OC (centres undefined)	-20	0	1	-3	-4	-1.3
3	COc1ccc(C2C(C#N)=C(C)NC(C)=C2C(=O)OC(C)C)c(OC)c1 (centres undefined)	12	-2	1.1	-4	0	0.34
4	CCn1ncc(C(=O)Nc2ccccc2C)c1C	11	10	1.1	-4	5	0.36
5	CC(=O)c1ccc(C#CC(C)(C)O)s1	-1	10	1	-7	8	0.66
6	CN(C)/C(Cn1cncn1)=C1/N=C(c2ccccc2)OC1=O	10	3	1	-8	14	-0.47
7	COc1ccc2cc(C(c3nnnn3C(C)(C)C)N3CCSCC3)c(=O)[nH]c2c1 (centres undefined)	10	1	1.1	-8	2	.
8	CC1CCCN(Cc2csc(N)n2)C1 (centres undefined)	5	1	1.1	-4	2	-0.011
9	COCCN=C1Sc2nc3ccc(C)cc3cc2CN1Cc1cccs1	-1	-2	1.1	-14	14	0.17
10	COc1ccc(S(=O)(=O)N(C)CC(=O)Nc2ccccc2SC)cc1Cl	6	3	1	8	8	.
11	O=C(CCc1ccccc1)NCCc1cccs1	5	1	1	-30	0	-0.0062
12	Cc1ccc(-c2cc(C(=O)NCc3ccc4c(c3)OCO4)no2)cc1	16	17	1	8	2	-1.2
13	CC(C)c1ccc(/C=C2\Oc3c(ccc(O)c3CN3CCN(C)CC3)C2=O)cc1	0	14	0.9	-3	5	-6.6*
14	O=C(NNC(=O)c1ccccc1-n1cccc1)c1ccc(Cl)cc1Cl	5	-7	1	-2	-5	.
15	CNC(=O)CN(c1ccc(OC)cc1)S(=O)(=O)c1ccc(F)cc1	2	-14	1	-2	-2	0.4

entry	SRC2 TRFRET art	bIAP activator	PPARg SRC-3 ag	PPARg SRC-2 ag	STAT3 act
1	1807	1	2	7	109
2	1421	1	-2	-9	115
3	1493	1	3	2	98
4	1369	0.9	1	-7	94
5	1571	0.9	-3	-5	107
6	1722	1	6	10	96
7	1846	1	-10	2	93
8	1466	1	-2	-5	97
9	1636	1	3	-5	106
10	1552	1	9	8	97
11	1576	1	-2	2	100
12	1467	0.8	5	9	90
13	1490	0.9	3	3	106
14	1434	1.1	-12	-3	97
15	1462	1.1	1	-2	100

2 successive entries out of the list so far:
entry	smiles	STAT3 inh	bIAP inh	TNAP act hiacc	STAT1 blocker	PPARg SRC-1 ag	ROMK mod
1	O=C(NC(Cc1c[nH]c2ccccc12)C(=O)O)/C(=C/c1ccc2c(c1)OCO2)NC(=O)c1ccccc1 (centres undefined)	-1	-1	1	-3	14	-0.095
2	CCOC(=O)COc1c(Cl)cc(C2NC(=S)NC(c3ccccc3)=C2C(C)=O)cc1OC (centres undefined)	-20	0	1	-3	-4	-1.3

entry	SRC2 TRFRET art	bIAP activator	PPARg SRC-3 ag	PPARg SRC-2 ag	STAT3 act
1	1807	1	2	7	109
2	1421	1	-2	-9	115

Next part
entry	smiles	STAT3 inh	bIAP inh	TNAP act hiacc	STAT1 blocker	PPARg SRC-1 ag	ROMK mod
16	C=CCn1c(C)cc(C(=O)CSc2nc3ccccc3o2)c1C	32	17	1	-65	4	1.4
17	CCc1ccccc1NCC(=O)Nc1ccc(Cl)c(C(F)(F)F)c1	3	24	1	-1	2	-0.54
18	Nc1nc(SCC(=O)Nc2cc(-c3ccccc3)nn2-c2ccccc2)n[nH]1	-8	36	1	-7	-5	-1.6
19	O=c1cc(N2CCOCC2)c2ccccc2o1	0	5	1	-6	-5	-0.012
20	CC1CCCCC1NC(=S)Nc1ccc(Cl)cc1Cl (centres undefined)	21	-2	1.1	-3	5	-0.32
21	Cc1[nH]c2ccccc2c1C(c1ccncc1)N1CCC(C)CC1 (centres undefined)	16	-9	1	-1	-3	-0.38
22	CCOc1ccc2ccccc2c1CNc1nnnn1CC	4	8	1.1	5	2	-0.67
23	C=CCOn1c(=O)c(-c2ccc(OC)c(OC)c2)[n+]([O-])c2ccccc21	7	14	0.9	-3	3	-0.091
24	CC(=O)CSc1ncnc2sc3c(c12)CCCC3	13	-6	1	6	8	-1.7
25	Cc1cccc(NC(=O)C2CCN(S(=O)(=O)c3c(C)noc3/C=C/c3ccco3)CC2)n1	-3	-1	1	-2	7	0.074
26	CC(=O)c1ccc(NC(=O)CC2Nc3cccc4cccc(c34)NC2=O)cc1 (centres undefined)	1	-6	0.9	4	12	0.3
27	Cc1ccc(C(=O)NC(=O)OCCn2c(C)cnc2[N+](=O)[O-])cc1	6	-2	1	6	1	0.2
28	COc1ccc(Cn2c(=O)oc3ccc(C)cc32)cc1OC	29	2	1	24	1	.
29	Cc1ccc(C)c(NC2=CC(=O)CC(C)(C)C2)c1C#N	5	8	1	-3	2	.
30	CCOC(=O)CN1C(=O)C(Sc2n[nH]c(-c3ccccc3)n2)CCc2ccccc21 (centres undefined)	-1	-16	1.1	0	-1	-0.63

entry	SRC2 TRFRET art	bIAP activator	PPARg SRC-3 ag	PPARg SRC-2 ag	STAT3 act
16	1543	0.8	-4	-4	75
17	1628	0.8	3	8	96
18	1515	0.6	-20	-1	107
19	1315	0.9	1	-3	100
20	1613	1	5	2	89
21	1633	1.1	5	3	95
22	1527	0.9	3	2	104
23	1924	0.9	4	6	94
24	1602	1.1	4	10	93
25	1636	1	4	5	100
26	1637	1.1	2	1	103
27	1607	1	4	8	98
28	1545	1	-5	-1	79
29	1533	0.9	-3	0	98
30	1441	1.2	-15	-1	100

Following part:
entry	smiles	STAT3 inh	bIAP inh	TNAP act hiacc	STAT1 blocker	PPARg SRC-1 ag	ROMK mod
31	O=C(Nc1cccc(Cl)c1)Nc1nc(-c2ccc(Cl)cc2)cs1	33	38	1	16	2	-0.98
32	Cc1ccc(NC(=O)Cn2c(=O)n(Cc3ccco3)c(=N)c3c4c(sc32)COC(C)(C)C4)cc1	7	-3	1	-7	0	.
33	O=C(NCc1ccco1)c1nc2nc(-c3cccs3)cc(C(F)(F)F)n2n1	8	-13	1.1	-1	2	0.93
34	CCCN(CC(=O)Nc1ccc(OC)c(OC)c1)CC(=O)Nc1ccc(F)c(F)c1F	3	-37	1	-11	-2	-0.76
35	CN1C(=O)CC(N2CCN(c3ccc(Cl)c(Cl)c3)CC2)C1=O (centres undefined)	8	-1	1	4	1	-1.1
36	COc1ccc(NC(=O)Nc2ccc(Cc3ccncc3)cc2)cc1OC	16	-22	1.1	-9	-2	-0.85
37	CC(=O)Nc1ccc(NC(=O)COc2ncnc3ccccc23)cc1	10	-4	1.1	6	-1	0.11
38	Nc1c(Cl)cc(NC(=O)c2ccccc2C(=O)O)cc1Br	-16	2	1	-4	4	.
39	CCc1ccc(-c2nnn(Cc3nc4ccccc4s3)n2)cc1	-6	9	1	4	8	0.9
40	Oc1ccc(N=Nc2n[nH]c(-c3ccccc3)n2)cc1	15	34	0.7	-81	10	0.93
41	Cc1ccccc1Oc1ncnc2sccc12	-4	2	1	2	6	.
42	COc1cccc(-c2nc(CS(=O)CC(=O)NC3CCCC3)c(C)o2)c1 (centres undefined)	5	-4	1	1	0	.
43	Cc1cccc(C)c1NC(=O)N1CCN(C2CCCCC2)CC1	5	-2	1	-2	-5	.
44	COc1ccc(/C=C(\NC(=O)c2ccccc2)C(=O)NNC(=O)CCN2CCOCC2)cc1	-3	-30	1.1	-7	2	0.52
45	COC(=O)C1C(=O)C2=C(CC1C)NC(=O)CC2c1cccc(C)c1 (centres undefined)	2	8	1	-5	3	.

entry	SRC2 TRFRET art	bIAP activator	PPARg SRC-3 ag	PPARg SRC-2 ag	STAT3 act
31	1538	0.6	7	7	78
32	1559	1	7	10	97
33	1802	1.1	10	5	95
34	1615	1.4	1	5	104
35	1511	1	-2	3	96
36	1689	1.2	6	5	93
37	1679	1	0	3	96
38	1352	1	1	1	116
39	1444	0.9	6	-5	106
40	1646	0.7	16	0	87
41	1536	1	-5	6	103
42	1547	1	7	0	104
43	1511	1	1	-7	99
44	1923	1.3	-2	6	107
45	1445	0.9	-6	3	102

Taken from above:
STAT3 inh with `CNC(=O)CN(c1ccc(OC)cc1)S(=O)(=O)c1ccc(F)cc1` is entered as 2
STAT1 blocker with `COCCN=C1Sc2nc3ccc(C)cc3cc2CN1Cc1cccs1` is entered as -14

4 entries out of the list above, ordered by the value under ROMK mod, ascending:
nr	structure	ROMK mod
21	Cc1[nH]c2ccccc2c1C(c1ccncc1)N1CCC(C)CC1 (centres undefined)	-0.38
20	CC1CCCCC1NC(=S)Nc1ccc(Cl)cc1Cl (centres undefined)	-0.32
23	C=CCOn1c(=O)c(-c2ccc(OC)c(OC)c2)[n+]([O-])c2ccccc21	-0.091
44	COc1ccc(/C=C(\NC(=O)c2ccccc2)C(=O)NNC(=O)CCN2CCOCC2)cc1	0.52

More compounds.
entry	smiles	STAT3 inh	bIAP inh	TNAP act hiacc	STAT1 blocker	PPARg SRC-1 ag	ROMK mod
46	Cc1cc(N(C)Cc2ccccc2)nc(-c2ccccc2)n1	-4	-3	1	0	6	0.87
47	CC12CCC(C(=O)N(c3ccccn3)c3ccccn3)(OC1=O)C2(C)C (centres undefined)	3	0	0.9	-6	-4	.
48	CC(=O)Nc1cc(Cl)ccc1OS(=O)(=O)c1ccc(C)cc1	3	16	1	10	16	1.4
49	CCn1c(COc2ccccc2C)nnc1SCC(=O)N1CCC(C)CC1	4	0	1	6	6	-1.1
50	COc1ccc(C(=O)NNC(=S)Nc2ccccc2)cc1	-16	-45	1	-33	-2	-0.082

entry	SRC2 TRFRET art	bIAP activator	PPARg SRC-3 ag	PPARg SRC-2 ag	STAT3 act
46	1488	1	0	2	104
47	1436	1	-3	5	103
48	1534	0.8	1	7	100
49	1433	1	-10	3	100
50	1580	1.5	3	4	115
